Screens: PubChem, National Center for Advancing Translational Sciences (NCATS)
ATXN2 expr inh: Primary qHTS for Inhibitors of ATXN expression | HEK-293 ATXN2-luciferase reporter, luminescence, 24 h | AID 1745845, 2022 | Potency, µM (titrated, usually from 57 µM), without a hit: at the highest dose activity change, negative = inhibition, usual class: inhibitors | 360,000 tested, 0.72% active; also: % is scaled to controls: 0 for no effect and ±100 for the full control effect; nearly all actives have a fitted effect of over 55% in size
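qHTS (up to 57 uM final) was run with 24 h compound exposure of reporter cells at 37 °C. Each well was multiplexed: SteadyGlo luminescence measured ATXN2-luciferase expression after a fluorogenic Gly-Phe-AFC viability readout (25 uM final).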
MCF10A rerep: A quantitative high throughput screen for small molecules that induce DNA re-replication in MCF 10a normal breast cells; AID 624296, 2012; MCF 10A DNA re-replication, Hoechst nuclear intensity, 48 h; Potency, µM (doses to about 46.1 µM), without a hit: at the highest dose activity, positive = re-replication, most hits filed as activators; 350,000 tested, 2.9% active; also: % of control where 0% means no effect; nearly all actives have a fitted effect of over 50% in size
EPAC2 antagonist: qHTS for Antagonist of cAMP-regulated guanine nucleotide exchange factor 2 (EPAC2): primary screen | Rap guanine nucleotide exchange factor 4 (Homo sapiens), Q8WZA2 | EPAC2 GEF exchange of Rap1B-BODIPY-GDP, fluorescence | Potency, µM (highest dose often 114 µM), for the others: top-dose activity, negative = inhibition, hits mostly inhibitors | 360,000 tested, 0.18% active | AID 720708, 2013; also: % is scaled to controls: 0 for no effect and ±100 for the full control effect; nearly all actives have a fitted effect of over 45% in size; many of its hits are not listed in these tables
Target sequence (Q8WZA2 whole entry, looked up): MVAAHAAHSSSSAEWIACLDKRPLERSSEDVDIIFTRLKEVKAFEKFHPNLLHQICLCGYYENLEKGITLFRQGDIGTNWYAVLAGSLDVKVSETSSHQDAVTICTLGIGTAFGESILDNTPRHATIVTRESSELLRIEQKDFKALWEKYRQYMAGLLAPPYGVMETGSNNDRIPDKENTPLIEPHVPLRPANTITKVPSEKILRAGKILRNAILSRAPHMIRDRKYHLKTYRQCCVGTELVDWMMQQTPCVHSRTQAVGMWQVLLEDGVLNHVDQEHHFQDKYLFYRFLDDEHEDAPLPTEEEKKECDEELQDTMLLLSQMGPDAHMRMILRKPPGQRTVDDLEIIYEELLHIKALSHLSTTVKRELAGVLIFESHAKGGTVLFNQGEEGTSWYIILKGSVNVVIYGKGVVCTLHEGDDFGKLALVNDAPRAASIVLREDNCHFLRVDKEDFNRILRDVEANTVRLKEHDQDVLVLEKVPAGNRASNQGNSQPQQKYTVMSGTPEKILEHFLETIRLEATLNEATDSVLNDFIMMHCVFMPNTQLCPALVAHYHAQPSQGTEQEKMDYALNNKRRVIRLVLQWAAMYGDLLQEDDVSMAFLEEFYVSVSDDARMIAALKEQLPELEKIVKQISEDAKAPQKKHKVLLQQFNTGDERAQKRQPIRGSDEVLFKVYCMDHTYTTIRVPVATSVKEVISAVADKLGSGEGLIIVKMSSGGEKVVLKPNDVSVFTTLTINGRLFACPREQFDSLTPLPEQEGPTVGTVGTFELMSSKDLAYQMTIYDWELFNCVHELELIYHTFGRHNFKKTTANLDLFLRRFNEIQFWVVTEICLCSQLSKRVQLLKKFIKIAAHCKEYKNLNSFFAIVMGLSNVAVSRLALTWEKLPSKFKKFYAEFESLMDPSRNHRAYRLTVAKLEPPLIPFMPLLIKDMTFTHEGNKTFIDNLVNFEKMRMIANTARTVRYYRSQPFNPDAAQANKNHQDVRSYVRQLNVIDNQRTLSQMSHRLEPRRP
S2 tox: Viability Counterscreen for Primary qHTS for Inhibitors of ATXN expression. S2 cells (HEK-293 line with an ATXN2-luciferase reporter) viability, CellTiter-Fluor protease fluorescence, 24 h. Potency, µM (titrated, usually from 56.7 µM), hits mostly cytotoxic. 400,000 tested, 0.49% active; also: nearly all actives have a fitted effect of over 40% in size
Nrf2 activator: qHTS of Nrf2 Activators | 410,000 tested, 0.31% active | Potency, µM (top dose mostly 46.1 µM), inactives show top-dose activation, usual class: activators | AREc32 ARE-luciferase reporter (MCF7-derived line), luminescence, 24 h | AID 624171, 2012; also: % of control where 0% means no effect; nearly all actives have a fitted effect of over 65% in size
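AREc32_Fluc, 1000 cells/well, OPTI-MEM + 5% FBS, o/n 37 deg C 5% CO2; 23 nL cpd by pin tool, 24 hr; Steady-Glo 30 min RT, luminescence.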
Nrf2 inh: Nrf2 qHTS screen for inhibitors; A549 ARE-Fluc reporter, luciferase luminescence, 18-24 h; 360,000 tested, 2.1% active; Potency, µM (series often up to 46 µM), for the others: at the highest dose activity change, negative = inhibition, actives largely listed as inhibitors; AID 504444, 2011; also: % is scaled to controls: 0 for no effect and ±100 for the full control effect; nearly all actives have a fitted effect of over 60% in size
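A549 ARE_Fluc cells, 5000/well, 5% FBS OPTI-MEM; compounds in dose-response, 18-24 h at 37 °C/5% CO2; CellTiter-Fluor viability read (Ex 405/Em 525), then BugLite luciferase luminescence = Nrf2 activity.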
A549 tox: Nrf2 qHTS screen for inhibitors: counterscreen for cytotoxicity | A549 ARE-Fluc cells, CellTiter-Fluor viability, 18-24 h | Potency, µM (top dose mostly 46 µM), inactives show at the top dose activity change, negative = cytotoxicity, actives largely listed as inhibitors | 390,000 tested, 0.16% active; also: % is scaled to controls: 0 for no effect and ±100 for the full control effect
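Cytotoxicity counterscreen: CellTiter-Fluor fluorescence was measured in A549 ARE_Fluc cells after 18-24 h of compound exposure in a concentration series. The subsequent BugLite luminescent read reports ARE-luciferase activity.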
HepG2 viability: qHTS for Inhibitors of TGF-b: Cytotox Counterscreen | Potency, µM (highest dose often 46.1 µM), for the others: top-dose activity change, negative = cytotoxicity, usual class: cytotoxic | HepG2 CAGA-GFP viability, ATP luminescence, 18 h | 410,000 tested, 0.76% active; also: some results filed as inactive show a strong effect at the top dose
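HepG2 CAGA-GFP cells (1000/well, DMEM with 1% FBS) received compound, then TGF-beta at 500 pg/mL final, and were incubated 18 hours at 37 degrees C. Viability was read by CellTiter-Glo luminescence. Media-only wells were set as complete cell-killing and DMSO as no toxicity.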
TGFb SMAD3 inh: qHTS for Inhibitors of TGF-b | HepG2 CAGA-GFP TGF-b/SMAD3 reporter, GFP fluorescence, 18 h; TGF-beta stimulated, 500 pg/mL final | Potency, µM (series often up to 46.1 µM), inactives show at the highest dose activity, negative = inhibition, most hits filed as inhibitors | 410,000 tested, 1.2% active | AID 588855, 2011; also: % is scaled to controls: 0 for no effect and ±100 for the full control effect; nearly all actives have a fitted effect of over 65% in size
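Read-out: total well GFP (ex488/em500-530) summed from mean per-cell fluorescence. Cells: HEPG2 CAGA-GFP, 1% FBS DMEM, 18 h at 37 degrees C with 500 pg/mL final TGF-beta. Unstimulated wells served as the full-inhibition control; stimulated DMSO wells = 0%.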
* = called active by the depositor; i = inactive; ? = inconclusive; / = not tested or not shown; & = joins results of further samples; [ ] = dose if it differs, or a comment. Calls follow the shape of the dose curve; as a rule, active = well fitted curve in the direction sought with a large enough effect; inconclusive = small, poorly fitted or top-dose-only effect, or another doubt; inactive = no such curve, though single readings can be large; an effect the other way counts as inactive or inconclusive. Potency is read from the fitted curve at half-maximal effect. Some of the compounds tested; the hit share may differ from the screen's.

SMILES	ATXN2 expr inh	MCF10A rerep	EPAC2 antagonist	S2 tox	Nrf2 activator	Nrf2 inh	A549 tox	HepG2 viability	TGFb SMAD3 inh
CN(C)c1ccc(C2C=C(c3ccc(Cl)cc3OC(F)F)Nc3ncnn32)cc1 (configuration not stated)	-30.5%	4.11µM*	8.9%	i	10.0%	-51.9%	-27.5%	-1.8%	-3.1%
CCOc1ccc(-c2c(C)nn3c(C)c(C(=O)NCCc4ccc(C)cc4)cnc23)cc1OCC	-1.6%	/	/	i	-0.1%	-9.1%	1.5%	-4.1%	-23.5%
C=CCc1c(C)nc(SCC(N)=O)[nH]c1=O	0.4%	-5.5%	18.5%	i	-0.2%	20.1%	-2.9%	-0.1%	-1.5%
Cc1nnc(SCC(=O)N2CCC(C(=O)Nc3nccs3)CC2)n1Cc1ccccc1	25.2%	-0.1%	10.3%	i	-0.4%	6.3%	-5.2%	2.9%	-3.2%
COCCNC(=O)CSc1nnc(CCCN2C(=O)c3cccc4cccc(c34)C2=O)n1-c1ccccc1	-5.1%	4.7%	8.3%	i	0.2%	-15.6%	-1.0%	1.8%	-15.2%
COCCn1c(C)cc(/C=C2/NC(=O)N(c3ccc(Cl)cc3)C2=O)c1C	4.1%	-8.0%	11.6%	i	0.3%	27.0%	7.9%	-1.5%	0.7%
CN1CCN(C(=O)CCCOc2cc(=O)n(C)c3ccccc23)CC1	34.7%[activator]	3.2%	3.6%	i	5.1%	?	5.6%	-5.1%	-7.5%
O=C(c1ccco1)n1nc(-c2ccccc2)nc1SCc1ccccc1	27.2%	-6.3%	-7.7%	i	-1.0%	?	-3.5%	-7.8%	-10.7%
Cn1c(=O)oc2cc(S(=O)(=O)N3CCC(C(=O)NCc4cccs4)CC3)ccc21	2.6%	18.0%	-9.7%	i	0.2%	15.6%	2.5%	-2.9%	8.7%
Cc1nccn1-c1ccc(NC(=O)[C@H]2O[C@@H](n3ccc(=O)[nH]c3=O)[C@H](O)[C@@H]2O)cc1	1.5%	/	3.1%	i	0.0%	/	/	/	/
CC(=O)Nc1ccc(S(=O)(=O)N2CCN(C(=O)N3CCCC3)CC2)cc1	2.7%	8.4%	-3.2%	i	-0.9%	-13.0%	1.6%	-10.3%	-2.7%
c1ccc(N2CCN(c3ncnc4c3oc3ccccc34)CC2)cc1	?	2.6%	-0.6%	?	-0.1%	-19.2%	-1.3%	2.8%	6.8%
COc1ccc(N(C(=O)c2ccccc2C)S(=O)(=O)c2cccs2)cc1	-12.6%	1.16µM*	-2.1%	i	-0.8%	13.0%	-20.3%	-4.1%	-18.1%
O=C(Nc1cccc(OC(F)(F)F)c1)c1ccc(Br)o1	0.9%	?	-17.9%	i	13.4%	?	-14.4%	-0.8%	10.3%
O=C1NC(=Nc2ccccc2)CS1	/	4.0%	4.6%	i	-0.2%	-7.0%	4.9%	-5.9%	-20.5%
CCCCn1c(N)c(N(CC(C)C)C(=O)CN2C(=O)C3CCCCC3C2=O)c(=O)[nH]c1=O (configuration not stated)	6.1%	1.4%	-3.6%	i	-0.5%	-1.5%	-9.8%	-8.7%	-10.5%
CN1C(=CC=C2C=C(I)C(=O)C(I)=C2)C(C)(C)c2ccccc21	-18.1%	10.2%	20.6%	?	-0.4%	?	?	-7.7%	-11.6%
COC(=O)Cc1nnc(Nc2cccc(C)c2)c2ccccc12	/	3.4%	8.3%	i	6.3%	5.1%	12.8%	-25.3%	?
Cc1cccc(N(Cc2cc(=O)[nH]c3ccccc23)C(=O)CCl)c1	/	?	-10.6%	?	0.1%	-22.6%	2.2%	-13.3%	-12.0%
Cc1ccc(C(=O)C2=C(O)C(=O)N(c3ncccn3)C2c2ccccc2F)o1 (configuration not stated)	/	7.5%	24.1%	i	3.0%	0.3%	-8.2%	-15.2%	2.5%
CCCCCCCCCCCCN1C/C(=C\C(=O)OCC)c2cc(C(F)(F)F)ccc2S1(=O)=O	6.8%	-13.2%	?	i	0.2%	-4.3%	5.0%	-0.4%&-14.5%	-2.2%&-9.5%
COc1ccc2c3c(ccc2c1)C(=O)/C(=C/O)CC3	-33.3%	?	-20.6%	i	3.3%	?	1.0%	-2.0%	?
CCCS(=O)(=O)N1CCN(c2cc3c(cc2[N+](=O)[O-])n(C)c(=O)n3C)CC1	-5.4%	8.6%	-14.2%	i	3.9%	11.6µM*	-13.3%	15.2%	1.4%
Cc1ccc(C)c2[nH]c(=O)c(C(c3nnnn3Cc3ccco3)N3CCc4ccccc4C3)cc12 (configuration not stated)	-1.2%	17.9%	-23.2%	i	4.0%	?	-21.7%	-10.0%	?
CSc1nnc(-c2sc3cc(C(F)(F)F)cnc3c2-c2ccccn2)n1C	-6.4%	7.4%	0.0%	i	-0.5%	7.5%	3.3%	0.0%	10.7%
COc1ccc(OC)c(-c2cc(C(=O)Nc3c(C)nn(Cc4ccc(C)cc4)c3C)no2)c1	-9.3%	/	/	i	0.4%	6.0%	1.1%	3.3%	-26.8%
COc1cc(OC)c2c(C)c(CC(=O)NCCc3ccccc3OC)c(=O)oc2c1	-0.6%	/	/	i	0.0%	-2.5%	1.2%	-3.5%	1.1%
O=C(NC1CCCCC1)N1CCCC(CNS(=O)(=O)Cc2ccccc2)C1 (configuration not stated)	-7.8%	-3.4%	2.0%	i	0.1%	-23.9%	-1.9%	-10.6%	-0.3%
Cc1ccc(C(=O)Nc2cccc(C(=O)OCc3cc(=O)n4nc(C5CC5)sc4n3)c2)cc1	14.2%	/	/	i	3.4%	/	0.7%	1.6%	-19.2%
C/C(=N\N1CCN(Cc2ccccc2Cl)CC1)c1ccc([N+](=O)[O-])cc1	?	0.3%	-8.1%	i	4.0%	?	0.4%	-31.5%	?
Cc1ccc(S(=O)(=O)N2C[C@H]3C(=O)C[C@@H](c4ccccc4)N(S(=O)(=O)c4ccc(C)cc4)[C@H]3C[C@H]2c2cccc(Cl)c2)cc1	3.2%	/	2.1%	i	4.1%	/	/	-13.7%	-17.7%
O=c1c(Cc2ccccc2)c(O)ccn1C1CCCCCCC1	/	?	2.6%	i	-0.1%	10.5%	-3.9%	18.6%	0.7%
Cc1ccc(C)c(N2C(=O)c3ccc(C(=O)Nc4ccccn4)cc3C2=O)c1	/	/	-4.8%	i	0.2%	/	/	-4.6%	-15.6%
COc1ccc(-c2nc(CNS(=O)(=O)c3cccc(F)c3)cs2)cc1	/	/	/	/	4.0%	?	1.1%	-21.8%	/
Clc1ccc(SCCOCCN2CCOCC2)cc1	/	0.5%	-2.5%	i	0.4%	-3.5%	0.7%	-0.3%	4.6%
COc1ccc(Cl)cc1NC(=O)CN1c2ccccc2S(=O)(=O)c2ccccc21	10.5%	/	/	i	4.8%	10.8%	-8.0%	2.0%	?
O=C(COC(=O)c1ccc(Br)o1)NCCCc1ccccc1	4.2%	-2.6%	13.0%	i	0.2%	4.4%	-1.0%	-3.6%	-2.2%
CCn1c(=O)cc(SCC(=O)N2CCN(C)CC2)c2ccccc21	37.8%[activator]	?	-2.2%	i	8.8%	-11.3%	0.3%	-7.1%	12.1%
O=C(CN1C(=O)c2cccnc2Oc2ccc(Cl)cc21)NC1CCCCCC1	-7.9%	11.5%	-13.8%	i	0.3%	-23.9%	-2.8%	-15.7%	-0.1%
CCc1ccccc1NC(=O)CSc1nnc(-c2ccccc2)c(-c2ccccc2)n1	-28.5%	/	/	?	4.4%	/	-5.2%	-0.4%	-14.7%
N#CC1=C(S)N(c2ccccc2)C(c2ccco2)NC1=O (configuration not stated)	-31.9%	1.5%	10.8%	?	-0.4%	3.0%	2.8%	8.8%	-0.8%
COc1ccc(CNc2nc(-c3ccco3)nn2S(=O)(=O)c2ccc3ccccc3c2)cc1OC	-3.7%	/	/	?	3.5%	-3.6%	-1.8%	-8.3%	3.5%
CC(=O)Nc1c(Br)cc2c(c1Br)C(=O)c1ccccc1-2	9.2%	10.1%	4.1%	?	7.3%	8.1%	0.8%	1.8%	0.5%
S=c1[nH]nc(Nc2cccc(Cl)c2)s1	/	1.1%	0.6%	i	0.0%	12.9%	7.2%	-6.2%	0.0%
Cc1cccc2[nH]c3c(N4CCC5(CC4)OCCO5)ncnc3c12	-24.8%	?	1.7%	?	3.2%	?	/	-24.2%	-3.4%
CC(C)(C)c1ccc(-c2nc(N)nc(N)n2)cc1	/	1.1%	11.4%	i	5.0%	14.3%	-0.4%	-13.1%	-10.9%
O=C(CSc1ncccc1C(=O)Oc1ccccc1Cl)Nc1ccccc1Cl	/	/	/	/	4.8%	?	-5.4%	-12.7%	-22.5%
O=S(=O)(NCc1ccccc1)c1ccc(Br)s1	5.9%	?	-9.2%	i	1.0%	-4.7%	?	-46.9%	?
O=C(CCS(=O)(=O)c1cccs1)Nc1ccc(C(=O)Nc2ccccc2F)cc1	4.0%	/	/	i	2.7%	14.5%	4.5%	-23.8%	-3.6%
CN(C)NC(=O)c1ccsc1NC(=O)c1ccc(S(=O)(=O)N2CCCC2)cc1	-9.0%	-4.8%	2.2%	i	-0.1%	-14.9%	4.4%	0.2%	-3.5%
CCC1CN(C(=O)N2CCC(C(=O)N3CCN(c4cccc(C)c4C)CC3)CC2)c2ccccc2O1 (configuration not stated)	/	/	/	/	-2.7%	-3.0%	-2.6%	-76.7%	?
COc1ccc(N2CCN(C(=O)c3c(C)nn(-c4ccc(F)cc4)c3-n3cccc3)CC2)cc1	2.3%	/	/	i	0.0%	-7.9%	-0.7%	-11.7%	-10.1%
